# TPT1 inh: C. albicans TPT1 enzyme inhibition | recombinant caTPT1, FP RNA substrate dephosphorylation | inhibition, % at 5 µM | 300,000 compounds, 0.81% hits | AID 1962;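 active means inhibition above the mean of all tested compounds plus 3 SD, set per screening campaign, cut at about 24% in these data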;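 further: plate controls were DMSO alone for no effect and ferristatin control at 100 nM for full effect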
# PP1 counter: counter-screen for PP5 inhibitors: inhibitors of human PP1-alpha; 320,000 compounds, 0.9% hits; inhibition, % at 6.7 µM; AID 2235; P62136; purified PP1alpha, OMFP fluorescence;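 active means inhibition above the mean inhibition of all tested compounds plus 3 SD, computed separately for each screening campaign, cut at about 15% in these data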
# Target sequence (P62136 whole entry, looked up): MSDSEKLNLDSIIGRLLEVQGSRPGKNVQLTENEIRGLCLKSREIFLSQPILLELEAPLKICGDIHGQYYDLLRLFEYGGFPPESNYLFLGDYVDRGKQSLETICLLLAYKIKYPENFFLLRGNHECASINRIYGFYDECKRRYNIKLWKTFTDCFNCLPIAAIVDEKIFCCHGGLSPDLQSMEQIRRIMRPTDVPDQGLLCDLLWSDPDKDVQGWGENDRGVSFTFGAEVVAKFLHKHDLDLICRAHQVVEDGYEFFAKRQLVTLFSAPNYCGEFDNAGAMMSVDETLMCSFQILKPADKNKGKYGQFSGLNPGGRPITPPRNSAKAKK
# core dimer inh: HCV core protein dimerization inhibition; TR-FRET GST/Flag-core106 dimerization, 1536-well; inhibition, % at 5 µM; 300,000 compounds, 0.33% hits; AID 1899;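 active means inhibition above the mean of all tested compounds plus 3 SD, set per screening campaign, cut at about 45% in these data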
#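 System: GST/Flag-tagged HCV core106 proteins. Incubation: compound-protein-antibody incubation 4 h at 22.5 °C. Technique: HTRF with 340 nm excitation, 617/671 nm emission. Medium: KF-containing HEPES buffer, pH 7.45, DTT, CHAPS, BSA. Read-out: inhibition (%) from 671 over 617 nm ratio. Also added: Eu(K)-anti-GST 90 ng/mL plus XL665-anti-Flag 1 µg/mL.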
# PP5 primary: blocks human protein phosphatase 5 activity. 320,000 compounds, 0.18% hits. purified PP5c, OMFP substrate fluorescence. inhibition, % at 6.7 µM. AID 1987;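 active means inhibition above the campaign's mean inhibition across all tested compounds plus 3 SD, cut at about 9.5% in these data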;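 further: 0% = DMSO only and 100% = 100 µM cantharidin control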
# PREPL inh: inhibits the human prolyl oligopeptidase-like enzyme; recombinant PREPL, fluorescence polarization activity-based probe; 320,000 compounds, 0.68% hits; AID 2751; inhibition, % at 5.96 µM; Q4J6C6; in the data active means inhibition above about 43%;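 further: 0% = enzyme with DMSO and 100% = wells lacking enzyme; many of its hits are not listed in these tables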
# LYPLA2 inh: counter-screen for PME1 inhibitors: inhibitors of human LYPLA2 | O95372 | recombinant LYPLA2, FP-Rh probe fluorescence polarization | inhibition, % at 5.9 µM | 320,000 compounds, 0.38% hits | AID 2177;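 active means inhibition above the screen-wide mean plus 3 SD, limit set per campaign, cut at about 26% in these data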;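 further: 0% = LYPLA2 with DMSO and 100% = wells lacking LYPLA2 enzyme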
# Target sequence (O95372 whole entry, looked up): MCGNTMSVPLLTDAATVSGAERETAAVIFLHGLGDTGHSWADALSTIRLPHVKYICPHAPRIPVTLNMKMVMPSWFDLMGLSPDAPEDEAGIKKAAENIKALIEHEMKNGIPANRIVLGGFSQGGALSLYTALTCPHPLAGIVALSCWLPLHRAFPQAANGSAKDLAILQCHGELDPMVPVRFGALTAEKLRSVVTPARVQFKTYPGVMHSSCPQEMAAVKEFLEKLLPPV
# CTSL1 counter: cathepsin L1 inhibition, PFM18AAP counter-screen; recombinant F. hepatica cathepsin L1, Z-Leu-Arg-MCA fluorescence; inhibition, % at 5.96 µM; 300,000 compounds, 0.49% hits; AID 1906;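 active means inhibition above the mean of all tested compounds plus 3 SD, set per screening campaign, cut at about 17% in these data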;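 further: 0% = plate median of test compound wells and 100% = 1 µM Z-Phe-Ala-diazomethylketone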
# JMJD2C inh: human JMJD2C demethylase inhibition. inhibition, % at 2.35 µM. 330,000 compounds, 0.069% hits. GST-JMJD2C(1-420) H3K9me3 demethylation, DELFIA europium;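 active means more than half of a compound's replicate wells show inhibition beyond 50%, single wells judged on their own value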;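 further: signal counts dimethyl H3K9 product captured on neutravidin plate; 0% = median of DMSO wells and 100% = 0.3 times that DMSO median; strong numbers were not always called active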
# Target sequence (Q9H3R0 1-420 limits assumed): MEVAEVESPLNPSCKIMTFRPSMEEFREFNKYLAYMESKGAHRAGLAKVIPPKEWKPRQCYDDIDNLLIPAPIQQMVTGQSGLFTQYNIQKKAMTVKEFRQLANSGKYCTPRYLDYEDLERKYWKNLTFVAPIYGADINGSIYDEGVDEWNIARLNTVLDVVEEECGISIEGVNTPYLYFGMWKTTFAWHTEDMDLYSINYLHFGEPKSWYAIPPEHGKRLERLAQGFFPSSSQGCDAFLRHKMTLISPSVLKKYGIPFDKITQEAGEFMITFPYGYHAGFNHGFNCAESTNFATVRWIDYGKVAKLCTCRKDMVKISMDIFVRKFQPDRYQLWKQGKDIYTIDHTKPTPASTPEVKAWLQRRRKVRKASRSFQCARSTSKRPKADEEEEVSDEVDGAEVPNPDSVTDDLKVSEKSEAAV
# Efflux pump inh: antifungal efflux pump inhibition, Nile Red retention; S. cerevisiae Candida pump triplex; inhibition, % at 10 µM; 330,000 compounds, 0.44% hits; AID 485275;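 active means plate passing quality check with inhibition over a set limit, or well fluorescence over plate mean plus 4 SD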;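 further: Nile Red retained in pooled yeast measured as flow cytometry median fluorescence; 0% = buffer negative control and 100% = Enniatin B positive control; higher means more Nile Red kept so more efflux inhibition; some compounds called inactive have numbers as strong as hits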
# * hit, by the source's call; . = no result given. The list is partial; the hit share may differ from the screen's.
SMILES,TPT1 inh,PP1 counter,core dimer inh,PP5 primary,PREPL inh,LYPLA2 inh,CTSL1 counter,JMJD2C inh,Efflux pump inh
O=C(CNC(=O)c1ccccc1F)NCCCN1CCCC1=O,-4,-8,-2,-0.6,-3,4,-5,-3,0.0
COc1cc2c(cc1OC)C(COc1ccc(F)cc1)N(C(=O)c1ccco1)CC2 (configuration not stated),1,-2,5,6.3,2,2,-3,-8,0.1
Cc1cc(C)c(OCC(=O)NCCCn2nc(C)cc2C)c(C)c1,.,-2,.,2.4,4,0,.,3,0.1
Cc1cccc(NC(=O)Cn2c(=O)oc3ccccc32)n1,0,1,1,1.8,7,6,-2,6,0.1
OCc1nc(CO)n(Cc2ccccc2)n1,-2,1,-5,3.8,-3,0,1,-13,0.5
CC12CCC(=O)N1C(C(=O)Nc1nnc(SCc3ccccc3F)s1)CS2 (configuration not stated),-2,1,-1,3.3,10,16,1,4,0.3
Cc1nc2ccccc2n1Cc1n[nH]c(=S)n1-c1ccc(Cl)cc1,-2,-2,2,1.2,1,4,0,-2,0.0
COc1ccc(C(CNc2ccc(S(C)(=O)=O)cc2[N+](=O)[O-])N(C)C)cc1OC (configuration not stated),-3,-4,8,2.2,15,0,-2,0,-0.1
COc1cc(C(=O)Nc2nc(N)n(-c3ccccc3)n2)cc(OC)c1OC,1,-2,1,-0.4,-2,-3,2,86,-0.1
COc1ccc(OC)c(N(CC(=O)N2CCN(c3cc(Cl)ccc3C)CC2)S(C)(=O)=O)c1,2,4,0,2.7,11,0,-2,3,0.1
Cc1cccc(C(=O)NNC(=O)CCCCC(=O)NNC(=O)c2cccc(C)c2)c1,-1,3,-12,-0.3,7,-2,-6,-12,0.2
CC(C)C(=O)Nc1ccc(N2CCN(C(=O)c3cccs3)CC2)cc1,-1,1,-6,-0.4,17,14,1,10,-0.1
COc1ccc(-c2nc(-c3ccc4c(c3)OCO4)[nH]c2-c2ccc(OC)cc2)cc1,-4,3,0,2.8,17,-7,8,1,-0.1
Oc1ccccc1C1=Nc2ccccc2N=C(c2cccs2)C1,-2,0,2,1.2,2,-12,8,14,-0.2
C/C(=N\NC(=O)c1cc2c(s1)CCC(C)C2)c1ccncc1 (configuration not stated),1,0,1,6.0,4,-7,4,4,0.1
Cc1ccnc(N2CCC(C(=O)Nc3cccc(C(F)(F)F)c3)CC2)n1,-3,0,-4,4.1,2,-1,2,7,0.0
Cc1ccc(-c2nnc(N3CCC(C)CC3)c3ccccc23)cc1,-4,6,8,3.3,11,23,3,-7,0.0
CCOc1ccc(/C=C/C(=O)N(CC)CC(=O)Nc2ccc3c(c2)OCCO3)cc1OC,-1,-5,0,0.2,-2,2,-2,1,0.0
Cc1ccc(C)n1-n1cnc2scc(-c3cccs3)c2c1=O,-1,-1,23,-1.8,-1,0,-3,7,-0.1
COc1ccccc1C1(CC(=O)O)CCOC(C)(C)C1 (configuration not stated),1,3,7,4.8,3,5,0,2,0.1
Cn1c(NC(=O)c2cc(-c3ccc4c(c3)OCO4)nc3ccccc23)cc(=O)n(C)c1=O,-8,-5,5,1.1,18,8,4,-2,-0.1
CC(C)C(=O)NC(=S)Nc1c(Cl)ccc2nsnc12,-3,-1,0,-1.6,1,0,-1,1,-0.2
Cc1ccc(S(=O)(=O)N2CCCC(C(=O)NCCc3ccc4c(c3)OCO4)C2)cc1 (configuration not stated),1,-2,1,-0.5,-4,-4,-1,3,0.0
O=C(NC1CCCC1)c1ccc(Cl)c(S(=O)(=O)N2CCCCC2)c1,-2,3,7,0.5,2,7,-5,7,-0.3
O=C(c1ccc2[nH]c(=O)c(=O)[nH]c2c1)N1CCN(Cc2ccccc2)CC1,0,-4,8,-2.1,26,2,-2,-10,-0.4
# Next entries.
SMILES,TPT1 inh,PP1 counter,core dimer inh,PP5 primary,PREPL inh,LYPLA2 inh,CTSL1 counter,JMJD2C inh,Efflux pump inh
CCc1ccc(NC(=O)COC(=O)CCC2CCCC2)cc1,.,3,.,2.2,-2,14,.,6,0.0
CCOc1ccc(Nc2oc(-c3ccccc3Cl)nc2C#N)cc1,0,17*,-1,0.3,2,2,0,-6,0.0
COCCCn1c(C)cc(C(=O)COC(=O)CCc2nc3ccccc3c(=O)[nH]2)c1C,-1,1,-4,1.0,2,2,2,9,0.0
Cc1ccc(-c2nnc(CSc3nnc(C)s3)o2)cc1,-4,0,2,0.2,3,7,-1,7,-0.2
O=C(Nc1ccc(F)cc1)c1ccc(S(=O)(=O)NCc2cccnc2)cc1,0,-4,-2,-0.1,10,9,-2,-18,-0.1
Cc1cccc(CSc2cccc3cccnc23)c1,1,-1,9,-0.3,3,1,4,-11,-0.2
O=C(O)/C=C/C(=O)Nc1ccc(S(=O)(=O)N2CCCC2)cc1,0,-4,1,-0.9,3,1,-4,-2,0.3
Cc1nn2c(=O)cc(CSc3ccccc3NC(=O)c3ccccc3F)nc2s1,0,1,1,1.4,-1,-5,-4,1,0.1
C/C(CC(=O)Nc1cc(Cl)ccc1C)=N\NC(=O)C(=O)N1CCCC1,-4,2,-18,0.1,22,7,7,-11,0.1
CCN1CCN(c2nc3ccccc3nc2C(C#N)S(=O)(=O)c2ccc(C)c(C)c2)CC1 (configuration not stated),-1,0,-3,2.2,9,7,-2,1,0.0
CCCCC(=O)Nc1ccc(C(=O)N2CCN(c3ccccc3OC)CC2)cc1,1,-5,2,-0.1,6,0,-1,0,0.1
CCOC(=O)c1sc(NC(=O)CNCc2cccnc2)c(C(=O)OCC)c1C,-2,3,6,2.1,-5,3,4,-6,0.2
O=C(COc1ccc2c(c1)CCC2)NCc1cccc(Cl)c1,1,6,4,4.9,-19,-4,-1,-7,0.2
Cc1c(C(=O)N2CCCCC2)oc2ccc(Br)cc12,1,-2,16,1.3,-14,1,3,-5,0.0
COc1cccc(C(=O)Nc2cccc(NC(C)=O)c2)c1,-1,0,1,-0.1,-1,-1,-4,-7,0.0
CNC(=O)Nc1nnc(C(C)(C)C)s1,5,-4,2,0.6,5,0,0,5,0.2
CCC(=O)N/N=C(\C)CC(=O)Nc1cccc([N+](=O)[O-])c1,3,-3,3,-1.7,-1,-1,0,-1,-0.2
O=C(NCC(=O)N1CCC2(CC1)NCCc1[nH]cnc12)c1ccc2ccccc2c1,2,-2,-5,3.3,10,2,-3,1,0.0
CN(C(=O)CSc1nnc(-c2ccc(C(C)(C)C)cc2)n1C)C1CCS(=O)(=O)C1 (configuration not stated),.,-1,.,-1.8,11,-1,.,21,0.0
CC(C(=O)Nc1ccccc1Cl)N(c1ccccc1)S(C)(=O)=O (configuration not stated),-2,-2,-1,3.9,-7,-1,2,-8,0.1
CCCCC(=O)Nc1cc(C)c(NC(=O)c2cccs2)cn1,0,0,-5,-0.2,4,-2,-9,-5,0.3
CCCN(C(=O)c1cn(CC)c2nc(C)ccc2c1=O)c1c(N)n(Cc2ccccc2)c(=O)[nH]c1=O,-2,-4,0,0.3,1,5,-2,-4,0.1
Cc1cc(C)cc(NS(=O)(=O)c2ccc(NC(=O)c3ccccc3C(=O)O)cc2)c1,-2,-3,2,-0.6,-5,-7,11,1,0.1
Cc1nn(Cc2ccc(Cl)cc2)c(C)c1NC(=O)c1ccc([N+](=O)[O-])cc1,-4,2,-13,2.8,19,11,-4,2,-0.3
COc1ccc(N(CC(=O)Nc2cccnc2)S(=O)(=O)c2ccccc2)cc1Cl,0,-1,1,6.2,-13,5,0,-5,0.1
# Remaining list, next part:
SMILES,TPT1 inh,PP1 counter,core dimer inh,PP5 primary,PREPL inh,LYPLA2 inh,CTSL1 counter,JMJD2C inh,Efflux pump inh
CC(C)CN(C(=O)c1cc(=O)[nH]c2ccccc12)c1c(N)n(Cc2ccccc2)c(=O)[nH]c1=O,1,1,1,-0.9,2,7,4,-5,-0.2
O=C(NCC1CC1)Nc1cccc(Cl)c1,-2,-4,-6,2.9,-5,5,3,-8,-0.1
Cc1nnc(C)c2c(C)n(C(c3ccccc3)c3ccccc3)c(C)c12,20,4,5,-0.3,36,-10,4,-2,0.0
Nn1c(SCC(=O)Nc2ccc3c(c2)OCCO3)nnc1C(F)(F)F,0,-5,1,-3.0,1,24,-3,4,0.0
CC(=O)c1c(C)[nH]c(C(=O)NCc2cccc(Cl)c2)c1C,5,-1,4,2.0,11,4,6,-17,0.0
CCOC(=O)c1cc(-c2nnc(-c3ccc(Cl)cc3)o2)c(C)nc1C,-2,-2,2,0.6,-3,-6,-1,-1,0.2
COc1cc2c(cc1OC)-c1cc(Nc3ccccc3Br)nc(=O)n1CC2,1,5,5,0.4,-13,-3,-3,15,-0.1
CC(=O)NCCn1c(SCC(=O)c2ccc(Cl)cc2)nc2ccccc2c1=O,0,-7,1,4.5,-1,-6,6,3,-0.1
COc1ccc(N(C(=O)c2ccco2)C(C(=O)NC2CCCC2)c2ccncc2)cc1OC (configuration not stated),-2,1,6,2.6,3,0,-2,-7,0.0
Cc1ccc(S(=O)(=O)NCC(=O)NC2CC2)cc1,-3,-5,12,0.9,4,-3,0,2,0.0
O=C(Nc1ccccc1N1CCN(C(=O)c2ccccc2)CC1)c1ccc(Br)o1,0,6,14,3.0,-9,0,1,2,0.2
COc1ccc(S(=O)(=O)N(C)Cc2cccs2)cc1Br,0,1,3,3.2,-5,5,-3,-24,0.0
O=C(Cc1ccccc1)Nc1ccc(N2CCN(Cc3ccccc3F)CC2)cc1,0,1,1,-0.7,-3,1,0,4,0.0

# 9 structures already listed, sorted by length of the SMILES, highest first.
SMILES,TPT1 inh,PP1 counter,core dimer inh,PP5 primary,PREPL inh,LYPLA2 inh,CTSL1 counter,JMJD2C inh,Efflux pump inh
CC(C)CN(C(=O)c1cc(=O)[nH]c2ccccc12)c1c(N)n(Cc2ccccc2)c(=O)[nH]c1=O,1,1,1,-0.9,2,7,4,-5,-0.2
CCCN(C(=O)c1cn(CC)c2nc(C)ccc2c1=O)c1c(N)n(Cc2ccccc2)c(=O)[nH]c1=O,-2,-4,0,0.3,1,5,-2,-4,0.1
Cc1cc(C)cc(NS(=O)(=O)c2ccc(NC(=O)c3ccccc3C(=O)O)cc2)c1,-2,-3,2,-0.6,-5,-7,11,1,0.1
COc1cc(C(=O)Nc2nc(N)n(-c3ccccc3)n2)cc(OC)c1OC,1,-2,1,-0.4,-2,-3,2,86,-0.1
Cc1ccc(C)n1-n1cnc2scc(-c3cccs3)c2c1=O,-1,-1,23,-1.8,-1,0,-3,7,-0.1
COc1ccc(S(=O)(=O)N(C)Cc2cccs2)cc1Br,0,1,3,3.2,-5,5,-3,-24,0.0
CC(C)C(=O)NC(=S)Nc1c(Cl)ccc2nsnc12,-3,-1,0,-1.6,1,0,-1,1,-0.2
Cc1ccc(S(=O)(=O)NCC(=O)NC2CC2)cc1,-3,-5,12,0.9,4,-3,0,2,0.0
CNC(=O)Nc1nnc(C(C)(C)C)s1,5,-4,2,0.6,5,0,0,5,0.2

# Screens deposited in PubChem BioAssay by several laboratories.
